MT stabilize HCS: microtubule stabilizers in HeLa cells | HeLa tubulin immunostaining HCS, 24 h; share of cells brighter than vehicle mean+2SD | % tubulin-high responders, % at 10 µM | 200,000 tested, 0.83% active;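 active = plate Z-score above 3 for both tubulin-high and condensed-nucleus cell shares, with cell loss under 80%, at 10 µM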;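 note: anti alpha tubulin signal scored within the nucleus-defined area of each cell; some results filed as inactive read as strong as hits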
Autophagy HCS: alters autophagy in cells | MEF GFP-LC3 puncta imaging; test concentration mostly 10 µM | calls only at 10 µM (by protocol) | 190,000 tested, 0.98% active;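 active = percentage of spot-positive cells more than 3 SD above its plate mean, without a fluorescence outlier flag or 80% toxicity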;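 note: spot-positive cell cutoff set from DMSO-treated cells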
Insulin prom up: MIN6 insulin promoter up-regulation | z-score at 5 µM | 190,000 tested, 0.3% active | MIN6 insulin promoter-GFP reporter, high-content imaging; stronger effect = higher value;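 active = z-score above 3 at 5 µM with at least 500 cells counted in the well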
Hep lipid drop: modulators of hepatic lipid droplet formation; AML12 mouse hepatocytes, oleate lipid droplets, BODIPY imaging; inhibition, % at 6.5 µM; 240,000 tested, 0.4% active;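 active = lipid droplet intensity inhibited by at least 50%, with more than 500 cells counted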
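Assay system: AML12 mouse liver cells | Compound dosing: One dose, 6.5 µM compound | Read-out basis: Droplet intensity reduction, % inhibition | Measured by: Fluorescence imaging, 20x objective, two fields per well | Schedule: Overnight treatment with compound plus oleate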
Dynein cargo inh: blocks dynein driven cargo transport along microtubules | 3617.4 mouse cells, GR-EGFP nuclear translocation imaging; test concentration mostly 20 µM; stimulated with dexamethasone, 1 µM; stronger effect = lower value | z-score, hits read low | 220,000 tested, 0.47% active | AID 1381;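 active = plate z-score of nuclear minus cytoplasmic receptor signal below a set negative limit, without overly bright fluorescence or cell loss, cut at about -3.5 in these data, passing the limit was not always enough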;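 note: z-score of nuclear minus cytoplasmic ring GR-EGFP intensity difference per well; some compounds called inactive have numbers as strong as hits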
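Medium: Induction medium lacking tetracycline, stripped serum | Probe or stimulus: 1.0 µM final dexamethasone stimulus | Schedule: 48 h induction, then 1 h compound, then 30 min agonist, 37 °C | Signal: Automated 10x imaging of fixed Hoechst-stained cells | Evaluation: Per-cell GR-EGFP intensity, nucleus versus surrounding cytoplasmic ring, well-averaged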
CSM14.1 death rescue: protection against thapsigargin-triggered cell killing – 384-well, CSM14.1, ATP luminescence, primary screen (AID 1222); CSM14.1 thapsigargin-induced death rescue, ATP luminescence; higher % means a stronger effect; one-dose cellular ATP content (survival), % at 20 µM; EC50 in µM for titrated hits; 190,000 tested, under 10 active;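 active = EC50 below 50 µM in the dose-response confirmation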;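 note: death triggered by thapsigargin at about 15 µM added after 2 h compound pretreatment; cell ATP read after overnight thapsigargin exposure of roughly 18 to 22 hours; normalized against plate controls of thapsigargin alone and 5% DMSO vehicle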
b-catenin transl: beta-catenin nuclear translocation modulation | HeLa beta-catenin nuclear translocation, immunofluorescence imaging | nuclear translocation activity, % at 5 µM | 190,000 tested, 0.3% active | AID 1665;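 active = nuclear translocation activity above 50% at 5 µM, with a well cell count of 50 or more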;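 note: per-cell ratio of nuclear to cytoplasmic median beta-catenin stain intensity; plate controls were DMSO negative control for no effect and GSK-3 inhibitor IX positive control for full effect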
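Read-out: Nuclear/cytoplasmic beta-catenin signal ratio, % activation | Assay system: Human HeLa cell line | Times: 24 h compound exposure at 37°C, 5% CO2 | Signal: Fluorescence imaging of beta-catenin antibody stain plus DAPI | Dosing: 5 µM primary, 0.02–20 µM confirmation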
T cell modulator: T cell immune modulators affecting CD8 T cell-vesicle binding; 330,000 tested, 0.068% active; calls only at 7 µM; 2C CD8+ T cell-vesicle binding, flow cytometry; stronger effect = lower value;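 active = response, share of CD8 T cells binding vesicles, and their 90th percentile fluorescence all below set limits, cut at about 80% in these data, passing the limit was not always enough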
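Assay system – 2C mouse CD8+ T cells · Also added – QL9-loaded Drosophila micro-vesicles · Timing – Cell–vesicle co-incubation 1.5 h at 37 °C, staining 20 min on ice · Signal – flow cytometry of vesicle-bound cells · Measure – percent CD8+ FL2 mean versus row control · Controls – Peptide-free naked vesicles (low) and QL9 vesicles with 0.7% DMSO vehicle (high)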
Salmonella PhoP GFP: inhibitors of PhoP regulon expression, primary screen, Salmonella Typhimurium, GFP reporter (AID 1863); S. Typhimurium PhoP-regulated promoter GFP reporter, 4 h; higher % means a stronger effect; inhibition, % at 50 µM; hits with a dose series show IC50 in µM; 300,000 tested, 0.16% active;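 active = inhibition over 29.93%, a cutoff 3 SD above the screen mean, later confirmed by dose response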;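 note: 0% = low Mg2+ inducing control and 100% = high Mg2+ repressing control; strong numbers were not always called active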
Dynein cargo inh cytoplasmic EGFP: also measured in Dynein cargo inh; calls as there; z-score; measured here: cytoplasmic GR-EGFP intensity; stronger effect = higher value
Dynein cargo inh nuclear GR-EGFP: further read-out of Dynein cargo inh, marked with its call; z-score; measured here: nuclear GR-EGFP intensity;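 lower value marks the stronger effect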
Dynein cargo inh cell count: also measured in Dynein cargo inh; calls as there; z-score; measured here: cell count per field
Insulin prom up cell count: second read-out of Insulin prom up, no call of its own (marks repeat the call); cell count; measured here: cytotoxicity, nuclei count;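 total cells summed across four imaged fields per well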
Hep lipid drop cells 6.5 µM: also measured in Hep lipid drop; calls as there; cell count; measured here: cell count, cytotoxicity flag;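 cells counted across two imaged fields per well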
b-catenin transl cell count 5 µM: further read-out of b-catenin transl, marked with its call; cell count; measured here: cell count, cytotoxicity flag
T cell modulator vesicle-bound %: further read-out of T cell modulator, marked with its call; double positive events, %; measured here: CD8+ vesicle-bound cell fraction;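 binding gate set so that unloaded-vesicle control wells show 10% double positive cells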
MT stabilize HCS Hoechst-high %: recorded beside MT stabilize HCS, whose call it bears; % Hoechst-high responders; measured here: nuclear condensation Hoechst responders;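 share of cells brighter than vehicle mean plus two SD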
MT stabilize HCS cytotoxicity %: recorded beside MT stabilize HCS, whose call it bears; toxicity, %; measured here: cytotoxicity by cell density;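 0% = mean cell density of plate MIN control wells and 100% = no cells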
Autophagy HCS cell loss 18 h: further read-out of Autophagy HCS, marked with its call; toxicity, %; measured here: cell loss, nuclei count;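 cell loss after 18 h compound exposure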
The depositor's hits bear a star; i = inactive; . = no result given. Rows are unselected; overall some 3% were active at least once.

compound,MT stabilize HCS,MT stabilize HCS Hoechst-high %,MT stabilize HCS cytotoxicity %,Autophagy HCS,Autophagy HCS cell loss 18 h,Insulin prom up,Insulin prom up cell count,Hep lipid drop,Hep lipid drop cells 6.5 µM,Dynein cargo inh,Dynein cargo inh cytoplasmic EGFP,Dynein cargo inh nuclear GR-EGFP,Dynein cargo inh cell count,CSM14.1 death rescue,b-catenin transl,b-catenin transl cell count 5 µM,T cell modulator,T cell modulator vesicle-bound %,Salmonella PhoP GFP
C=CCNC(=S)NNC(=O)c1ccc(OCC(C)C)cc1,3.2,2.2,4.2,i,-1,0.02,845,-10,732,0.42,-0.16,0.56,-0.032,-0.4%,-2.2,1193,i,1,-7%
CCOC(=O)c1c(-c2cccs2)csc1NC(=O)c1ccncc1,6.8,4.4,5.6,i,-3,-0.07,1207,.,.,-1.9,1.5,-0.72,1.3,-1.0%,10,1268,i,17,-6%
O=C(COc1ccc2ccccc2c1)NNC(=O)c1ccc([N+](=O)[O-])cc1,3.3,2.3,3.1,i,-2,0,1455,0,762,-0.9,-0.36,-0.41,1.6,-0.7%,1.0,1020,i,44,-5%
CC(C)C(=O)Nc1cccc(-c2nc3ccccc3c(=O)o2)c1,2.4,1.8,2.2,i,-10,.,.,-14,735,0.62,0.38,0.41,0.38,-3.6%,2.3,939,i,6,9%
CC(C)CNS(=O)(=O)c1ccc(CCC(=O)N2CCN(Cc3ccc4c(c3)OCO4)CC2)cc1,3.0,1.5,4.8,i,11,-0.42,577,-13,732,-0.23,-0.24,-0.53,-0.051,0.5%,1.8,1050,i,54,-3%
Cc1cc(C)n(-c2ccn(Cc3ccc(Cl)cc3Cl)c(=O)n2)n1,5.4,1.5,8.4,i,-6,0.23,1325,.,.,2,0.077,1.5,-0.002,2.1%,-2.0,1018,i,40,13%
Cc1cccc(-n2c(Cc3cc(=O)[nH]c(=O)[nH]3)nnc2SCC(=O)Nc2cccc(C(F)(F)F)c2)c1,1.7,1.6,3.2,i,-2,0.51,1209,-22,741,0.64,-0.31,0.046,-0.18,2.2%,0.2,1109,i,54,3%
Cc1cccnc1NC(=O)c1csnn1,.,.,.,.,.,-0.04,1062,10,550,-0.64,-0.28,-0.72,1.8,.,-0.5,1291,i,32,-9%
COc1cccc(/C=C2\N=C3CCCCCN3C2=O)c1,1.5,0.9,2.4,i,24,0.26,729,9,769,0.29,0.35,0.35,0.28,-0.4%,.,.,i,26,-3%
c1ccc(OCCCc2nc(-c3cccnc3)no2)cc1,2.4,1.8,7.1,i,-2,.,.,-10,708,1.7,-0.29,0.7,-0.69,-2.3%,.,.,i,10,-5%
CCOc1ccc(-n2c(=S)sc3c(=O)[nH]c(SCC(=O)NC(C)CC)nc32)cc1 (stereo unspecified),1.4,1.0,2.6,i,-9,0.22,933,-15,780,0.39,-0.14,0.34,-0.17,-0.7%,.,.,i,16,-1%
CC1CCCC(NC(=O)CNC(=S)N(Cc2ccccc2)Cc2cccs2)C1C (stereo unspecified),1.5,1.7,17,i,16,.,.,5,684,3.1,-0.042,1.9,-1.7,1.6%,-1.4,1096,i,24,-2%
COc1ccc(F)cc1S(=O)(=O)NC1CCCCCC1,3.5,1.3,5.7,i,-6,-0.38,1144,-21,613,0.35,-0.23,0.94,-0.86,.,0.3,1045,i,51,4%
CC(=O)c1c(C)[nH]c(C(=O)OCC(=O)Nc2cc(S(=O)(=O)N3CCCC3)ccc2Cl)c1C,3.3,2.3,5.5,i,-6,-0.49,1391,14,728,-0.81,-0.25,-0.59,0.61,3.4%,-1.1,1120,i,51,-2%
CN(C)CCN1C(=O)C2C3C=CC(C3)C2C1=O (stereo unspecified),1.8,1.3,9.4,i,-8,0.56,1614,6,698,-0.86,-0.23,-0.62,0.69,1.5%,0.7,1539,i,46,1%
O=C(Cn1c(NCCO)nc2ccccc21)NCCc1ccccc1,5.4,5.3,11,i,8,0.2,1378,-3,767,-0.26,-0.26,-0.74,-0.47,-3.9%,-5.0,1274,i,26,-7%
C=CCN(C(=O)CSc1nc2ccsc2c(=O)n1Cc1ccccn1)c1ccccc1,4.7,2.5,3.2,i,-4,0.5,1485,6,685,0.84,-0.34,0.45,0.028,-16%,-1.8,1164,i,37,-2%
Nc1ncn(-c2ncc(C(F)(F)F)cc2Cl)n1,1.3,2.4,0.9,i,-32,0.06,1456,-5,719,-0.73,-0.26,-0.47,0.38,0.0%,-3.5,1032,i,27,3%
COC(=O)CCC(=O)OC1(C)C(=O)C=C2C=C(C3CC3)N(Cc3ccc(OC)cc3)C=C2C1=O (stereo unspecified),.,.,.,.,.,-0.32,937,-3,655,-0.23,-0.67,-0.054,-0.2,.,-0.5,1184,i,54,-5%
O=[N+]([O-])c1ccccc1NCCNc1ncc(C(F)(F)F)cc1Cl,0.8,0.9,5.0,i,-5,-0.17,1708,13,656,0.71,-0.21,-0.26,-0.24,-4.1%,-0.7,1064,i,48,0%
CC(NS(=O)(=O)c1ccccc1)C(=O)Nc1ccc(S(N)(=O)=O)cc1 (stereo unspecified),4.1,2.0,5.4,i,29,0.12,1099,-6,734,-0.41,-0.26,0.17,0.22,-1.6%,-1.2,1106,i,34,6%
COC(=O)c1ccc(=O)n(Cc2ccc3c(c2)OCO3)c1,5.2,2.1,5.6,i,1,0.08,1236,.,.,0.068,-0.12,0.54,-1.3,1.9%,2.0,1122,i,49,2%
CC(C)n1cc(/C=N/NC(=O)COc2cccc3cccnc23)c2ccccc21,4.3,2.3,9.4,i,-10,-0.4,1488,37,609,-0.62,-0.095,-0.25,-0.91,-0.1%,-1.4,1111,i,39,-1%
Cc1cccc(/C=N/NC(=O)Cn2nc(C)cc2C)n1,3.3,3.0,9.7,i,-7,0.15,1307,30,608,-0.18,-0.19,-0.019,0.43,3.6%,-5.1,539,i,66,-13%
O=C(Nc1c(-c2ccccc2)nc2sccn12)c1ccccc1,4.3,3.3,14,i,9,0.94,1206,-2,722,0.42,-0.048,0.42,-0.29,-2.1%,.,.,i,21,13%
CCC(C)c1ccc(OCCCCN2CCOCC2)cc1 (stereo unspecified),1.0,1.2,8.6,i,-2,-0.6,839,12,820,-0.69,-0.07,-0.45,0.27,-1.2%,.,.,i,25,-15%
CCC(=O)N(CCc1ccccc1C)Cc1cc2cc3c(cc2[nH]c1=O)OCO3,1.7,2.6,9.2,i,-14,0.74,1149,2,726,-0.15,-0.17,-0.08,-0.13,2.1%,-1.7,1142,i,24,3%
O=C(O)COc1ccccc1/C=N/NC(=O)Cc1csc(Nc2cccc(C(F)(F)F)c2)n1,6.1,1.3,13,i,10,0.12,1203,-8,697,0.11,-0.13,0.13,-0.11,-1.3%,-3.1,1123,i,63,10%
COc1ccc(S(=O)(=O)N2CCC(C(=O)Nc3cccc(C(C)=O)c3)CC2)cc1,3.7,2.3,7.1,i,-3,.,.,-6,718,-0.17,-0.24,-0.14,0.1,-0.3%,-0.1,1101,i,55,1%
O=C(NC(=S)N1CCN(C/C=C/c2ccccc2)CC1)c1ccco1,2.7,2.2,8.2,i,13,-0.09,1306,-9,683,-0.41,-0.2,-0.6,0.38,-2.0%,-0.1,1461,i,42,7%
CS(=O)(=O)N1CCN(C2CCN(Cc3ccccc3)CC2)CC1,3.6,1.6,7.4,i,4,-1,1255,-2,717,-0.11,-0.27,-0.71,0.21,-2.9%,-1.1,1050,i,16,8%
CCCCN(C)CCNC(=O)CSCc1ccc(C)cc1,2.5,1.1,7.0,i,20,-0.44,1283,17,754,-0.27,-0.3,-0.17,0.75,0.1%,-0.7,1009,i,45,2%
COc1cc(S(=O)(=O)N2CCC(c3nc4ccccc4s3)CC2)ccc1S(=O)(=O)N1CC(C)CC(C)C1 (stereo unspecified),2.6,1.6,5.8,i,-6,0.22,1189,10,749,-0.54,-0.19,0.075,-0.63,-2.1%,-0.9,1209,i,8,-5%
O=C(c1cccc(-n2cnnn2)c1)N1CC=C(c2ccccc2)CC1,2.9,1.5,9.4,i,0,-0.59,1184,.,.,-0.012,-0.35,0.14,0.91,0.9%,0.4,725,i,20,-11%
